Screens as filed in PubChem BioAssay.
T cruzi growth: T. cruzi proliferation inhibition. T. cruzi beta-gal in NIH3T3, GalScreen luminescence, 90 h. inhibition, % at 8.34 µM. hit rate 5.9% among 77,000;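 active means mean inhibition above about 93%, with at least 55% of replicates each passing it, limit read from the data, passing the limit was not always enough; inconclusive means only one of those two conditions holds; inactive means neither condition holds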
C diff growth: inhibitors of Clostridium difficile growth; growth activity, negative = inhibition, % at 16 µg/mL (by protocol); Clostridium difficile clinical isolate growth, OD600, 24 h; hits give low values; hit rate 0.25% among 86,000;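 active means mean growth activity at or below -80% and every replicate also at or below -80%; inconclusive means mean at or below -80% but some replicate above -80%; inactive means mean growth activity above -80%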;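 further: 0% = DMSO wells and -100% = levofloxacin 16 µg/mL wells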
Pf Dd2 growth: blocks growth of Plasmodium falciparum Dd2 parasites | P. falciparum Dd2 growth, SYBR Green, 72 h; hits give low values | activity change, % at 10 µM | hit rate 2.3% among 94,000 | AID 1159554; in the data active means activity change below about -80%; inconclusive means no clear call, values can overlap the other calls
GASC1 inh: inhibitors of human demethylase GASC-1 KDM4C. Q9H3R0. GST-KDM4C 2-372, H3K9me3 peptide, LANCE TR-FRET. inhibition, % at 12.5 µM. hit rate 0.15% among 96,000;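 active means mean replicate inhibition above about 25%, with at least 55% of replicates also reaching it, limit read from the data, passing the limit was not always enough; inconclusive means only one of those two conditions met; inactive means neither condition met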
Target sequence (Q9H3R0 2-372 limits assumed): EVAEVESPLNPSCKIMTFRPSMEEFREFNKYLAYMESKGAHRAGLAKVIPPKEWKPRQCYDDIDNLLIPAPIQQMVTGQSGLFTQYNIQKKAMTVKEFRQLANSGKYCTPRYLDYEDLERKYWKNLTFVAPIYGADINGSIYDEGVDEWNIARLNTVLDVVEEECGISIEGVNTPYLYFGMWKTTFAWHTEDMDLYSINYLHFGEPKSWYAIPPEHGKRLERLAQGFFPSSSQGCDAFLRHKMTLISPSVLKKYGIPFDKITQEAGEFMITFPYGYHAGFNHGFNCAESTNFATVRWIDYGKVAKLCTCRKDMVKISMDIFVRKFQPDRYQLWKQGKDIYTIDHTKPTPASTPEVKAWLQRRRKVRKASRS
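System: N-terminal GST-fused human GASC-1 (KDM4C) fragment, residues 2-372 / Amount: 10 nM GST-KDM4C in enzyme reaction / Also added: H3K9me3 peptide with Fe(II)/2OG / Times: 30 min demethylation and 1 h detection at room temperature / Signal: LANCE TR-FRET / Read-out basis: Fall in 671/618 emission ratio as inhibition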
Starred values were filed as active, the others as inactive; ? = inconclusive; / = not tested or not shown; + = active, no number.

The line under a structure holds: T cruzi growth, C diff growth, Pf Dd2 growth, GASC1 inh
COc1cccc(S(=O)(=O)N[C@H]2CC[C@@H](CCn3cc(-c4ccc(F)cc4)nn3)O[C@H]2CO)c1
    10, 10, -44, -1.0
Cc1ccccc1-c1cnc2c(c1)C(=O)N([C@@H](C)CO)C[C@H](C)[C@H](CN(C)Cc1ccncc1)O2
    34, 3, 27, 0.0
COc1ccc(S(=O)(=O)Nc2ccc3c(c2)C(=O)N([C@@H](C)CO)C[C@H](C)[C@@H](CN(C)S(=O)(=O)c2ccc(Cl)cc2)OCCCC[C@@H](C)O3)cc1
    99*, 5, -75, -0.2
C[C@@H]1CN([C@@H](C)CO)C(=O)c2cccc(NS(=O)(=O)c3cn(C)cn3)c2O[C@H]1CN(C)Cc1ccc(-c2ccccc2)cc1
    13, -1, 2, 1.0
O=C(Nc1cccc(F)c1)N1CC(=O)N2[C@H](C1)[C@H](c1ccc(C#Cc3cccnc3)cc1)[C@@H]2CO
    /, 0, 18, -0.4
C[C@H]1CN([C@@H](C)CO)C(=O)c2cccc(NC(=O)Nc3ccc4c(c3)OCO4)c2O[C@@H]1CN(C)C(=O)Nc1cccc2ccccc12
    55, -12, 10, 1.7
O=C(C1CC1)N1C[C@H]2[C@@H](c3ccccc31)[C@H](CO)N2Cc1ccccc1Cl
    32, 5, -6, 2.7
O=C(C[C@@H]1CC[C@H]2[C@@H](COC[C@H](O)CN2Cc2ccc(F)cc2)O1)N1CCc2ccccc2C1
    33, -10, -5, -1.0
Cc1noc(C)c1NC(=O)Nc1ccc2c(c1)C(=O)N([C@H](C)CO)C[C@H](C)[C@H](CN(C)CC1CC1)OCCCC[C@H](C)O2
    30, -3, 45, 0.8
COc1ccccc1-c1cnc2c(c1)C(=O)N([C@@H](C)CO)C[C@@H](C)[C@H](CN(C)Cc1cccnc1)O2
    29, -4, 16, -2.0
CO[C@@H]1CN(C)C(=O)c2cc(NC(=O)NC(C)C)ccc2OC[C@H](C)N(Cc2ccc(-c3ccccn3)cc2)C[C@H]1C
    -20, 6, -30, 0.8
CN1C(=O)c2cc(NC(=O)c3cccc(F)c3)ccc2OC[C@@H]2O[C@@H](CC(=O)NCc3ccccc3Cl)CC[C@@H]21
    90, -1, 3, 0.2
C[C@@H]1CCCCO[C@@H](CN(C)S(=O)(=O)c2ccccc2)[C@H](C)CN([C@H](C)CO)C(=O)c2cc(N(C)C)ccc2O1
    69, -6, -78, -0.6
C[C@H]1CN([C@@H](C)CO)S(=O)(=O)c2ccc(C#CC(C)(C)O)cc2O[C@H]1CN(C)Cc1ccc(-c2ccccc2)cc1
    124*, 20, -65, -0.2
O=C(C[C@H]1CC[C@H]2[C@@H](COC[C@@H](O)CN2C(=O)c2cccnc2)O1)NCc1ccccc1
    39, 1, 12, 0.6
O=C(Nc1ccc2c(c1)[C@H]1C[C@@H](CC(=O)N3CCOCC3)O[C@@H](CO)[C@H]1O2)NC1CCCC1
    -21, 3, -12, 3.6
C/C=C/c1ccc2c(c1)O[C@@H](CN(C)C(=O)Cc1ccccc1)[C@@H](C)CN([C@@H](C)CO)S2(=O)=O
    /, 2, -24, -1.9
O=C(C[C@@H]1C=C[C@@H](NC(=O)Nc2ccccc2F)[C@@H](CO)O1)NCc1ccc(F)cc1
    11, 4, 4, -1.3
COc1ccc(-c2cnc3c(c2)C(=O)N([C@H](C)CO)C[C@H](C)[C@@H](CN(C)Cc2cccnc2)O3)cc1
    -19, 0, -16, -0.2
Cc1noc(C)c1S(=O)(=O)Nc1ccc2c(c1)C(=O)N([C@@H](C)CO)C[C@@H](C)[C@H](CN(C)CC1CCCCC1)OCCCC[C@@H](C)O2
    19, 9, -20, 2.1
C[C@@H]1CCCCO[C@H](CN(C)C(=O)Nc2ccc(F)cc2)[C@@H](C)CN([C@H](C)CO)C(=O)c2cc(NS(=O)(=O)c3ccccc3)ccc2O1
    63, -3, -32, -1.8
C[C@@H]1CN([C@H](C)CO)C(=O)c2cc(C#CC3CCCCC3)cnc2O[C@@H]1CN(C)C
    45, -2, -33, -0.6
COc1cccc(C(=O)Nc2ccc3c(c2)C(=O)N(C)[C@@H]2CC[C@H](CC(=O)NCc4ccc(F)cc4)O[C@H]2CO3)c1
    19, 2, -11, -1.2
C[C@H]1CCCCO[C@H](CN(C)C(=O)c2ccncc2)[C@@H](C)CN([C@@H](C)CO)C(=O)c2cc(NC(=O)CCC(F)(F)F)ccc2O1
    14, 7, -1, 9.8
O=C(c1cccc(F)c1)N1CC(=O)N2[C@H](C1)[C@H](c1ccc(-c3cccnc3)cc1)[C@@H]2CO
    /, -8, 15, 1.3
CC(C)NC(=O)Nc1ccc2c(c1)C(=O)N([C@@H](C)CO)C[C@H](C)[C@@H](CN(C)C(=O)CCC(F)(F)F)OCCCC[C@H](C)O2
    -4, 1, -13, -1.1
O=C(NCC[C@H]1CC[C@@H](NC(=O)Nc2cc(F)ccc2F)[C@@H](CO)O1)Nc1ccc(F)cc1
    /, -1, /, -3.8
Cc1ccc(S(=O)(=O)Nc2ccc3c(c2)C(=O)N([C@@H](C)CO)C[C@H](C)[C@H](CN(C)C(=O)Nc2c(C)noc2C)OCCCC[C@@H](C)O3)cc1
    /, -1, 15, -0.3
O=C(Nc1ccc(Cl)c(Cl)c1)N[C@@H]1CC[C@@H](CCn2cc(C3CCCCC3)nn2)O[C@H]1CO
    48, -1, -16, -3.4
C[C@@H]1CN([C@H](C)CO)C(=O)c2cccc(NC(=O)Nc3ccc4c(c3)OCO4)c2O[C@@H]1CN(C)CC1CCCCC1
    33, 4, -31, -0.7

Single records, from the list above.
O=C(c1cccc(F)c1)N1CC(=O)N2[C@H](C1)[C@H](c1ccc(-c3cccnc3)cc1)[C@@H]2CO is listed with T cruzi growth: /; C diff growth: -8; Pf Dd2 growth: 15; GASC1 inh: 1.3
O=C(C[C@@H]1CC[C@H]2[C@@H](COC[C@H](O)CN2Cc2ccc(F)cc2)O1)N1CCc2ccccc2C1 is listed with T cruzi growth: 33; C diff growth: -10; Pf Dd2 growth: -5; GASC1 inh: -1.0

Other entries.
The line under a structure holds: T cruzi growth, C diff growth, Pf Dd2 growth, GASC1 inh
O=C(Nc1cc(Cl)cc(Cl)c1)N[C@H]1CC[C@@H](CCNS(=O)(=O)c2cccc(F)c2)O[C@@H]1CO
    ?, 14, 6, -2.2
CC(C)NC(=O)Nc1ccc2c(c1)CC(=O)N([C@@H](C)CO)C[C@@H](C)[C@@H](CN(C)S(=O)(=O)c1cn(C)cn1)O2
    -8, -2, 56, -0.2
C[C@@H]1CN([C@H](C)CO)C(=O)c2cc(-c3cccc(F)c3)cnc2O[C@H]1CN(C)C(=O)C1CCCCC1
    74, -2, -26, -0.6
C[C@@H]1CN([C@H](C)CO)C(=O)c2cc(NS(=O)(=O)c3cn(C)cn3)ccc2O[C@@H]1CN(C)C(=O)Nc1ccc2c(c1)OCO2
    3, /, 17, -0.1
C[C@@H]1CN([C@H](C)CO)C(=O)Cc2cc(NC(=O)NC3CCCCC3)ccc2O[C@@H]1CN(C)Cc1ccc(C(F)(F)F)cc1
    37, -3, -9, -1.0
O=C([C@@H]1[C@@H](CO)[C@@H]2Cn3c(ccc(-c4ccccc4)c3=O)[C@H]1N2Cc1cccnc1)N1CCOCC1
    97*, -4, /, 0.0
O=C(NCC(F)(F)F)[C@H]1[C@H](CO)[C@H]2Cn3c(cccc3=O)[C@@H]1N2CC1CC1
    57, 1, 2, -0.3
CCC(=O)N[C@H]1CC[C@@H](CC(=O)NCc2cc(F)cc(F)c2)O[C@@H]1CO
    -43, /, 7, -0.9
C[C@@H]1CCCCO[C@H](CN(C)C(=O)c2ccncc2)[C@H](C)CN([C@H](C)CO)C(=O)c2cc(NC(=O)C3CCCCC3)ccc2O1
    35, 0, 8, 0.4
O=C(C[C@@H]1C=C[C@@H](NC(=O)CN2CCOCC2)[C@@H](CO)O1)NCc1cccc(F)c1
    -3, /, 11, 0.5
CO[C@@H]1CN(C)C(=O)c2ccc(NC(=O)C3CCOCC3)cc2OC[C@H](C)N(Cc2nccs2)C[C@H]1C
    -459, /, 1, -2.3
C[C@H](CO)N1C[C@H](C)[C@H](CN(C)C(=O)Nc2cccc3ccccc23)OCCCC[C@H](C)Oc2ccc(NC(=O)Nc3ccc4c(c3)OCO4)cc2C1=O
    46, -1, -36, -0.1
CN1c2ccc(-c3cccc(C#N)c3)cc2[C@@H]2[C@@H](CCN2C(=O)Nc2cc(F)ccc2F)[C@@H]1CO
    ?, 6, -23, -1.8
COc1ccc(-c2cnc3c(c2)C(=O)N([C@@H](C)CO)C[C@H](C)[C@H](CN(C)C(=O)NC2CCCC2)O3)cc1
    14, 2, 1, -1.2
COC(=O)[C@@H]1[C@@H](CO)[C@@H]2Cn3c(ccc(-c4ccccc4OC)c3=O)[C@@H]2N1CC1CCCC1
    +, -8, /, 4.8

Carrying on.
Structure,T cruzi growth,C diff growth,Pf Dd2 growth,GASC1 inh
CC(C)C#Cc1ccc([C@@H]2[C@@H](CO)N3C(=O)CN(C(=O)Cc4ccccc4)C[C@@H]23)cc1,/,4,-60,18
O=C(NCC[C@H]1CC[C@@H](NC(=O)C2CC2)[C@@H](CO)O1)c1cc(Cl)cc(Cl)c1,/,-1,/,-1.5
Cc1cccc(S(=O)(=O)N2C[C@H](O)COC[C@H]3O[C@@H](CC(=O)NCc4ccc5c(c4)OCO5)CC[C@@H]32)c1,-2,/,-1,-0.7
CN(C)CC(=O)N1[C@H](C#N)[C@H](c2ccc(C#CC3CCCCC3)cc2)[C@H]1CO,93,6,-26,/
Cc1cc(C(=O)Nc2cccc3c2O[C@H](CN(C)CC2CC2)[C@H](C)CN([C@H](C)CO)C3=O)n(C)n1,7,-4,35,2.8
O=C(Nc1ccc(Cl)c(Cl)c1)N[C@@H]1CC[C@@H](CCNC(=O)c2ccc(F)cc2)O[C@@H]1CO,-21,/,-10,0.2
O=C(Cc1cccnc1)N1[C@H](CO)[C@@H]2c3ccccc3NC[C@@H]21,-22,13,11,-0.4
O=C(c1cccnc1)N1CCCCN2[C@H](CO)[C@@H](c3ccc(C#Cc4ccccn4)cc3)[C@@H]2C1,54,0,15,1.8
O=C(Cc1cccnc1)N1CC(=O)N2[C@H](CO)[C@H](c3ccc(C#CC4CC4)cc3)[C@@H]2C1,/,-1,10,0.2
COc1cccc(NC(=O)N(C)C[C@H]2Oc3cc(-c4ccccc4F)ccc3S(=O)(=O)N([C@H](C)CO)C[C@H]2C)c1,96*,7,-48,/
C[C@H]1CN([C@@H](C)CO)C(=O)Cc2cc(NC(=O)C3CCCCC3)ccc2O[C@H]1CN(C)S(=O)(=O)c1ccc(Cl)cc1,40,3,-58,0.2
CC(C)CC#Cc1cnc2c(c1)C(=O)N([C@H](C)CO)C[C@@H](C)[C@@H](CN(C)C(=O)c1ccccc1F)O2,48,4,13,-1.3

Fetched one by one from above (six):
Structure,T cruzi growth,C diff growth,Pf Dd2 growth,GASC1 inh
O=C(Cc1cccnc1)N1[C@H](CO)[C@@H]2c3ccccc3NC[C@@H]21,-22,13,11,-0.4
O=C(Nc1ccc(Cl)c(Cl)c1)N[C@@H]1CC[C@@H](CCNC(=O)c2ccc(F)cc2)O[C@@H]1CO,-21,/,-10,0.2
O=C(c1cccnc1)N1CCCCN2[C@H](CO)[C@@H](c3ccc(C#Cc4ccccn4)cc3)[C@@H]2C1,54,0,15,1.8
Cc1cc(C(=O)Nc2cccc3c2O[C@H](CN(C)CC2CC2)[C@H](C)CN([C@H](C)CO)C3=O)n(C)n1,7,-4,35,2.8
CC(C)C#Cc1ccc([C@@H]2[C@@H](CO)N3C(=O)CN(C(=O)Cc4ccccc4)C[C@@H]23)cc1,/,4,-60,18
O=C(Cc1cccnc1)N1CC(=O)N2[C@H](CO)[C@H](c3ccc(C#CC4CC4)cc3)[C@@H]2C1,/,-1,10,0.2

(further entries)
Structure,T cruzi growth,C diff growth,Pf Dd2 growth,GASC1 inh
CN(C)C(=O)c1cccc(-c2ccc3c(c2)[C@@H]2[C@@H](CCN2C(=O)c2cccnc2)[C@@H](CO)N3)c1,41,11,4,0.1
C[C@H]1CN([C@@H](C)CO)C(=O)Cc2cc(NC(=O)CCN3CCOCC3)ccc2O[C@@H]1CN(C)S(=O)(=O)c1cccs1,28,1,1,-0.3
COc1cccc(-c2ccc3c(c2)O[C@@H](CN(C)Cc2cncnc2)[C@H](C)CN([C@@H](C)CO)S3(=O)=O)c1,51,1,-14,-3.8
CCS(=O)(=O)N1CCCCN2[C@H](CO)[C@H](c3ccc(-c4cccc(C#N)c4)cc3)[C@@H]2C1,91,-4,-77,-1.2
C[C@@H]1CN([C@H](C)CO)C(=O)c2cc(C#C[C@@H](C)O)cnc2O[C@H]1CN(C)C(=O)Nc1ccc(F)cc1,11,/,19,/
Cc1noc(C)c1NC(=O)N(C)C[C@@H]1Oc2ccc(NC(=O)Cc3ccccc3)cc2C(=O)N([C@H](C)CO)C[C@@H]1C,13,0,9,-0.4
C[C@@H]1CN([C@H](C)CO)S(=O)(=O)c2ccc(C#CC3CC3)cc2O[C@@H]1CN(C)Cc1cncnc1,56,/,25,0.3
